# CIT2-GFP yeast – alters CIT2-GFP fluorescence in TOR pathway yeast screen; 320,000 compounds, 0.065% hits; GFP response vs DMSO, % at 10 µM; S. cerevisiae CIT2-GFP strain, flow cytometry, 3 h; 100 means same as DMSO wells;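 active = GFP response relative to DMSO above a set limit, near the screen mean plus 3 SD, cut at about 150% in these data; inconclusive = Fewer than 70 cells measured for a yeast strain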;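 note: ratio of well median GFP fluorescence to mean of DMSO wells on the plate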
# BCLXL inh – Bcl-xL (human) inhibition | Q07817 | 320,000 compounds, 0.7% hits | GST-Bcl-xL / FITC-Bim BH3 peptide fluorescence polarization | inhibition, % at 10.9 µM | AID 2129;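 active = inhibition above the mean of all tested compounds plus 3 SD, cutoff set per campaign, cut at about 30% in these data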;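 note: 0% = DMSO wells and 100% = unlabeled Bim-BH3 peptide competitor; inhibitors lower millipolarization by displacing the labeled peptide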
# VLA-4 inh – inhibition in a human VLA-4 binding assay; P13612; AID 2557; VLA-4 expressing cells, ligand binding flow cytometry; 330,000 compounds, 0.2% hits; inhibition, % (about 7 µM as worked out from the volumes in the protocol); in the data active = inhibition above about 50%
# GRK2 aptamer HTS – blocks RNA aptamer binding to human GRK2; P25098; bead flow cytometry, FAM-aptamer displacement from GRK2; inhibition of aptamer binding, % at 10 µM; 330,000 compounds, 0.59% hits;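 active = inhibition of aptamer binding above 40%, roughly 3 SD of noise, on plates passing a quality check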;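 note: median bead fluorescence of bound FAM aptamer so fluorescent compounds give negative values; no value below 0 was filed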
# Target sequence (P25098 whole entry, looked up): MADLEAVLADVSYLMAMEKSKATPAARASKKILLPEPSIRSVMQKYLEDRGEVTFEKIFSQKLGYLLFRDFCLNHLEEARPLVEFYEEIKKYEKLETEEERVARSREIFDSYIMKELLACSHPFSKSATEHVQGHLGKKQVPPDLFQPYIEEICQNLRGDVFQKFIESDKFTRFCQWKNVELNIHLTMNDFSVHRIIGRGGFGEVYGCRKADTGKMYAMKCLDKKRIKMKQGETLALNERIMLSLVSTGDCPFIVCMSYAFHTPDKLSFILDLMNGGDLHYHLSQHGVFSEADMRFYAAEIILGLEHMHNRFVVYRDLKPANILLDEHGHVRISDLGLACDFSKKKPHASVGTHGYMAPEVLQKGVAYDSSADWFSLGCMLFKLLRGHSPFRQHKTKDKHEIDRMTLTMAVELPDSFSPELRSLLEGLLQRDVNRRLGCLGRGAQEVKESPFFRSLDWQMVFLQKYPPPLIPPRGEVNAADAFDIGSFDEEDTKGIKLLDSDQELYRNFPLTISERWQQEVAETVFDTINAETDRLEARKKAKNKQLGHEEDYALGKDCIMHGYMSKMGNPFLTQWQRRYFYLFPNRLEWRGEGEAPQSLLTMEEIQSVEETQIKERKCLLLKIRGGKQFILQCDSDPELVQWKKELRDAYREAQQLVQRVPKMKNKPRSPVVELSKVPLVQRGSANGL
# CR mimetic SO – yeast age-related superoxide inhibition as caloric restriction mimetic | superoxide response (% of plate mean), % at 10 µM | AID 2690 | S. cerevisiae aged cells, superoxide DHE fluorescence; active compounds read low | 330,000 compounds, 0.18% hits;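 active = superoxide response under a set limit, about three screen SD below normal, cut at about 65% in these data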;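 note: yeast aged for seven days with compound at 30 °C before DHE staining; 100% = average MFI of all compound-treated wells on the plate with controls excluded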
# MEX-5 binding – C. elegans MEX-5 TCR-2 RNA binding activity | Q9XUB2 | MEX-5/FITC-TCR2 RNA binding, fluorescence polarization; active compounds read low | activity score (negative = inhibition of binding), % at 10 µM | 300,000 compounds, 0.38% hits | AID 1832;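 active = inhibition past about -25% in most replicates, and total fluorescence under double the plate's negative control median, limit read from the data; inconclusive = replicates evenly split on the limit, or fluorescence at least double controls; inactive = too little inhibition in most replicates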;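 note: 0% = DMSO and -100% = 5 µM competing unlabeled TCR2 RNA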
# GLD-1 RNA inh – GLD-1-TGE RNA interaction inhibition (C. elegans). Q17339. purified GLD-1 + fluorescein TGE RNA, fluorescence polarization. inhibition, % at 5.96 µM. 320,000 compounds, 0.44% hits. AID 2280;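 active = percent inhibition above a per-plate cutoff, the plate mean of test compounds plus 3 SD, cut at about 30% in these data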;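 note: 0% = DMSO wells with GLD-1 and probe and 100% = wells lacking GLD-1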
# AGP1-GFP MLPCN – modulators of TOR pathway AGP1-GFP in S. cerevisiae. S. cerevisiae AGP1-GFP multiplex flow cytometry, 3 h; GFP as percent of DMSO wells. GFP response vs DMSO, % at 10 µM. 320,000 compounds, 0.02% hits;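 active = GFP response relative to DMSO above a set limit, near screen average plus 3 SD, cut at about 150% in these data; inconclusive = fewer than 70 cells counted for the yeast strain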;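 note: median GFP channel fluorescence of the gated AGP1 strain per well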
# MCL1 BIM primary – disrupts human MCL1 binding to BIM-BH3 peptide; Q07820; GST-MCL1 / FITC-Bim-BH3 fluorescence polarization; inhibition, % at 10.9 µM; 320,000 compounds, 0.68% hits; AID 2057;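 active = inhibition above the mean inhibition of all tested compounds plus 3 SD, set per campaign, cut at about 40% in these data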;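 note: 0% = DMSO wells and 100% = unlabeled Bim-BH3 peptide control; higher means more loss of mP so more displacement of Bim peptide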
# Target sequence (Q07820 whole entry, looked up): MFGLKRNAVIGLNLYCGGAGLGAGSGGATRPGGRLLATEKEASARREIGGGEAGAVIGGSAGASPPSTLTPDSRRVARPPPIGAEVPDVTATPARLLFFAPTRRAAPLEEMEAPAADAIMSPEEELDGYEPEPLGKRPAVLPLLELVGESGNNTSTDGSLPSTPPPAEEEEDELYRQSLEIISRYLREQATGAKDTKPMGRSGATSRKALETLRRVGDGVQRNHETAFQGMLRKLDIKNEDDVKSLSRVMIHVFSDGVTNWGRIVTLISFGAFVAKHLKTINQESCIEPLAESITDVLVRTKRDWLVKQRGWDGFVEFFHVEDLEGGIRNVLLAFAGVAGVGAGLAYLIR
# Numbers without * were called inactive; ? = inconclusive; nt = not tested or not shown; [ ] = remark or other dose.
SMILES,CIT2-GFP yeast,BCLXL inh,VLA-4 inh,GRK2 aptamer HTS,CR mimetic SO,MEX-5 binding,GLD-1 RNA inh,AGP1-GFP MLPCN,MCL1 BIM primary
CC1CCCN(C/C=C/c2ccccc2[N+](=O)[O-])C1 (centres undefined),103,0,0,4,93,1.7,0,106,4
Cc1c(NC(=O)c2ccc(S(=O)(=O)N3CCOCC3)cc2)c(=O)n(-c2ccccc2)n1C,113,-1,-12,0,79,-0.9,-5,99,5
COc1cccc(CN2CC(C(=O)NC3CCC3)CCC2=O)c1 (centres undefined),103,1,7,2,90,1.1,0,98,-1
COC(=O)C(C)(C)ONC(=O)Nc1ccc(Br)cc1,104,-1,4,0,102,-0.7,6,94,6
COc1ccc(-n2nnnc2CNC(=O)C(=O)c2c[nH]c3ccccc23)cc1,94,-3,-1,0,97,2.5,2,101,-6
O=C(CCCC(=O)OCC(Cl)=C(Cl)Cl)Nc1cccc(F)c1,105,5,-1,1,91,-2.6,6,100,-2
O=[N+]([O-])c1c(Nc2ccccn2)cc(Cl)c2nonc12,456*,-9,-10,0,87,0.1,43*,134,-39
C/C(=N\NC(=O)c1cc(Br)ccc1O)c1cccc(NC(=O)c2ccccc2F)c1,95,3,-2,3,94,1.5,-6,96,7
CCOC(=O)C(NC(=O)C1C(C)N1S(=O)(=O)c1ccc(C)cc1)C(=O)OCC (centres undefined),102[may fluoresce green],3,7,1,98,1.1,5,103[may fluoresce green],9
COc1ccccc1NC(=O)Nc1ccc(NC(=O)c2ccccc2O)cc1,109,1,5,92*,97,-0.5,4,106,-2
CS(=O)(=O)N1CCN(C(=O)COc2ccccc2)CC1,98,2,-2,0,94,-0.7,1,96,3
CCCCn1nc(C(=O)Nc2nc3c(s2)CCCC3)c2ccccc2c1=O,100,1,6,0,99,0.4,6,104,3
COCCNC(=O)c1ccc(CS(=O)(=O)c2ccccc2OC)o1,99,-3,2,50*,106,-3.0,2,102,-3
CCc1ccc2[nH]c(=O)c(C(c3nnnn3CC3CCCO3)N3CCCc4ccccc43)cc2c1 (centres undefined),99,-1,11,1,107,1.9,3,104,-5
NC(=S)NNC(=O)c1cccc(Cl)c1,100,2,4,0,98,-2.7,4,102,2
O=[N+]([O-])c1ccccc1/C=N/N1CCN(c2ccc(Cl)cc2)CC1,104,5,22,4,95,1.6,4,82,-6
CCOC(=O)c1ccccc1N=N/C(C(C)=O)=C(/C)O,86,0,-19,2,111,-1.8,2,89,3
Cc1cccc(NC(=O)c2sc(Cl)nc2C)c1C,104,1,12,1,94,1.8,-1,105,-2
Cc1ccc(NC(=O)c2ccccc2F)cc1S(=O)(=O)N1CCCCCC1,100,-5,4,3,97,-0.1,4,103,-3
CCCC1=NCCn2cccc21,100,33*,8,0,108,-3.2,28,98,31
Cc1ccc(C(=O)NCC(=O)OCC(=O)/C=C2\N(C)c3ccccc3C2(C)C)cc1C,102,-2,-119,4,92,-3.2,5,100,-13
CCCCC(CC(O)COCC(C)C)C(=O)NNC(=S)Nc1ccccc1 (centres undefined),102,13,-9,2,91,0.5,-3,105,14
c1ccc(-n2nnnc2Sc2n[nH]c(-c3ccncc3)n2)cc1,95,3,1,0,85,-1.3,-1,97,2
Cc1nc2c(C)cccn2c(=O)c1NC(=O)c1cccs1,89,-2,-19,0,112,-1.1,-7,114,-5
O=C(Cc1ccc(F)cc1)N/N=C/c1ccncc1,87,-3,4,11,98,-2.8,-1,96,-2
O=C(c1ccc(-c2nnc(Nc3cccc(Cl)c3)c3ccccc23)cc1)N1C[C@H]2C[C@H](C1)c1cccc(=O)n1C2,100,7,7,3,106,1.1,-3,102,7
Cc1[nH]c2ccccc2c1/C=N/Nc1nc(Nc2ccccc2)nc(N2CCOCC2)n1,101,3,6,2,89,1.7,8,101,7
Cc1ccc(NC(=O)CN2CCC(NC(=O)Cc3ccccc3)CC2)cc1C,99,1,17,1,90,1.2,6,99,6
COC(=O)[C@@]12CCCN1[C@H](c1ccc(-c3ccc4c(c3)OCO4)c(OC)c1)[C@H]1C(=O)N(C)C(=O)[C@H]12,nt,1,nt,nt,nt,0.3,3,nt,-1
Fc1ccc(-[n+]2nc(Nc3ccccc3)sc2-c2c3ccccc3cc3ccccc23)cc1,72,1,4,8,94,-0.3,1,80,12
O=c1oc2ccccc2cc1-c1nc(-c2ccccc2)no1,94,2,-11,0,106,-0.4,1,88,1
COCCNC(=S)NC1CC2CCCC(C1)N2Cc1cccs1 (centres undefined),107,-2,13,0,93,-1.5,2,107,12
CC1(C)CC(=O)C(C=NCCN2CCN(C(=O)c3ccc(Br)cc3)CC2)=C(O)C1,91,0,-9,0,102,0.8,8,100,5
CCn1ncc(Br)c1C(=O)Nc1ccc(F)cc1F,93,1,16,2,124,-0.8,-3,91,-1
COc1ccccc1NC(=O)NCCN1CCN(C(=O)Nc2ccccc2OC)CC1,95,1,14,1,112,1.0,4,105,2
CCN(CC)CCNC(=O)c1ccc(NC(=O)c2cccc(-n3cnnn3)c2)cc1,98,8,7,0,99,-3.4,-11,98,3
CC(C)[C@H](NC(=O)c1ccc(F)cc1)C(=O)NC1=NCCS1,107,-3,0,0,95,1.0,5,100,0
COc1ccc(NC(=O)CSc2ccccn2)cc1OC,106,1,-18,1,96,-2.7,-7,103,4
COc1ccc(Cl)cc1C(=O)NNC(=O)CCNS(=O)(=O)c1ccccc1,96,nt,-8,0,96,nt,-3,97,nt
CC1CCCCC12NC(=O)N(CC(=O)NCCc1ccccc1)C2=O (centres undefined),109,nt,21,7,96,nt,4,96,nt
COc1ccc(C(=O)NNC(=O)Cc2nc3nc(C)cc(C)n3n2)cc1,99,4,-4,0,76,-2.8,3,101,0
O=C(NCC1CCCO1)c1ccc(CNS(=O)(=O)c2ccc(F)c(Cl)c2)cc1 (centres undefined),102,2,13,0,94,1.7,-1,101,1
O=C(O)CCn1c2c(c3ccccc31)CCCC2,88,11,7,4,126,0.5,18,100,12
C/C(=C\C(=O)C(F)(F)F)Nc1cc(C)cc(C)c1,113,2,-1,0,99,1.4,-7,107,0
COc1ccccc1CN1C(=O)CCC1(C)C(=O)NC1CCCCCC1 (centres undefined),91,7,0,1,101,1.5,2,93,10
COCCNC(=O)c1cc(-c2ccccn2)nc2ccc(S(=O)(=O)N3CCC(C)CC3)cc12,103,7,3,3,118,0.5,-3,103,8
COC(=O)CC(NC(=O)c1ccco1)c1ccc(C(C)C)cc1 (centres undefined),101,4,8,0,114,0.2,-4,106,2
C[N+]1(CCNC(=O)/C=N/O)CCCCC1,96,-9,9,0,99,0.4,2,96,-17
COc1ccc(NC(=O)COC(=O)c2ccc(-n3cnnn3)cc2)cc1Cl,91,-7,-1,0,105,0.4,-3,106,-13
Cc1nnc(SCc2nc3sc4c(c3c(=O)[nH]2)CCCC4)n(N)c1=O,95,-12,nt,3,89,-21,-8,98,-19
CC(C)(C)Nc1nc(Cl)nc(NCCN2CCOCC2)n1,109,2,-3,0,107,-0.2,1,105,12
C=CCN=C1SCC(=O)N1S(=O)(=O)c1ccccc1,86,-11,-2,0,100,-0.7,-9,86,-13
COc1ccc(-c2nc(CN3CCN(c4ncnc5ccccc45)CC3)c(C)o2)c(OC)c1,104,6,-1,0,95,3.9,0,100,2
Cc1cccc(N2CCN(S(=O)(=O)c3cccs3)CC2)c1C,103,0,-2,2,114,1.3,1,75,-4
C=CCNC(=S)N1CCOCC1,95,9,1,3,87,0.5,-8,101,13
Cc1ccsc1/C=N/Nc1nc2ccccc2s1,97,2,-7,0,91,2.8,0,96,1
CC(=O)Nc1ccc(SCCN2CC[C@@H](C(C)(C)C)CCC2=O)cc1,105,7,-7,3,86,nt,-9,94,9
COc1ccc(CCNC(=O)COc2ccc3c(c2)OCO3)cc1,103,-10,5,5,119,nt,-6,102,-4
C/C(=N\NC(=O)C1CC1)c1ccc(OC(F)F)cc1,107,2,-3,0,105,-1.7,5,108,6
Cc1ccc(CNC(=O)CS(=O)Cc2nc(-c3ccccc3C)oc2C)cc1 (centres undefined),95,3,6,6,117,4.7,-1,97,0

# Continued.
SMILES,CIT2-GFP yeast,BCLXL inh,VLA-4 inh,GRK2 aptamer HTS,CR mimetic SO,MEX-5 binding,GLD-1 RNA inh,AGP1-GFP MLPCN,MCL1 BIM primary
Cc1ccc(CNC(=O)CCS(=O)(=O)c2cc3c(cc2Cl)NC(=O)CO3)o1,98,-1,-2,0,100,1.7,2,103,5
CC1CN(CC(O)COC2CCC(C(C)(C)C)CC2)CC(C)O1 (centres undefined),90,-8,6,0,86,-0.8,0,86,-3
CCCN(Cc1nnc(-c2ccccc2Cl)o1)C(=O)c1cc([N+](=O)[O-])cc([N+](=O)[O-])c1,95,7,10,2,72,0.8,-3,88,3
OC(COc1ccccc1)CSc1ncn[nH]1 (centres undefined),102,-1,6,1,87,-1.8,8,118,-1
COc1cccc(C(=O)Nc2nc3ccccc3s2)c1,93,0,-5,1,109,1.1,2,91,-2
COc1ccc(N2CC(C(=O)Nc3ccc4c(c3)OCO4)CC2=O)cc1 (centres undefined),93,6,12,0,103,-3.0,-6,99,-1
COC(=O)c1ccc(NC(=S)N2CCN(Cc3ccc(Cl)cc3)CC2)cc1,106,7,-11,0,99,-0.3,4,104,10
CCCCCCCC1CC(CSC(=N)N)OC1=O (centres undefined),101,4,10,0,114,1.2,2,106,4
COC(=O)c1c(NC(=O)C2C3CCC(C3)C2C(=O)O)sc2c1CCCCC2 (centres undefined),82,5,2,9,101,0.4,-4,nt,3
Cc1ccc(CN2CCSc3ccc(C(=O)NC4CCN(Cc5ccccc5)CC4)cc32)cc1,108,0,7,0,79,-0.3,1,106,9
CCCOP(=O)(OCCC)C1(Nc2ccc(C)cc2)CCCCC1,100,-1,12,0,93,1.6,-4,96,3
CCCCN(Cc1nc2ccccc2c(=O)[nH]1)C(=O)COc1ccc(F)cc1Cl,99,-8,-5,6,101,nt,-5,99,-11
O=C(NCC1CCCCC1)c1ccc(Br)o1,103,2,11,0,110,1.4,3,98,-1
COc1ccc(-c2cc(C(F)(F)F)nc(SCC(=O)NCc3cnn(C)c3C)n2)cc1OC,96,6,6,5,95,0.8,4,105,10
CCCCNC(=O)C(=O)c1ccccc1NC(C)=O,94,9,-2,5,95,0.8,6,nt,1
O=S(=O)(NCCc1ccccc1)c1cccs1,101,6,2,0,99,2.4,6,103,11
COc1cccc(Nc2nn3c(=O)c4ccccc4nc3s2)c1,96,0,18,0,81,nt,-2,68,-11
COc1cc(-c2cc(-c3ccccc3)nc(SCC(=O)Nc3nccs3)c2C#N)cc(OC)c1OC,92,4,-2,15,96,0.7,-5,99,-13
CCOc1ccccc1C(C(=O)NC1CCCCC1)N(C(=O)c1csnn1)C1CC1 (centres undefined),?,5,1,2,89,-0.5,4,?,5
O=[N+]([O-])c1cc(S(=O)(=O)N2CCCC2)ccc1NN=C1CCCCC1,94,3,1,1,71,0.8,4,93,12

# 2 entries picked at random from the list so far:
SMILES,CIT2-GFP yeast,BCLXL inh,VLA-4 inh,GRK2 aptamer HTS,CR mimetic SO,MEX-5 binding,GLD-1 RNA inh,AGP1-GFP MLPCN,MCL1 BIM primary
COc1ccc(C(=O)NNC(=O)Cc2nc3nc(C)cc(C)n3n2)cc1,99,4,-4,0,76,-2.8,3,101,0
Cc1[nH]c2ccccc2c1/C=N/Nc1nc(Nc2ccccc2)nc(N2CCOCC2)n1,101,3,6,2,89,1.7,8,101,7
